Compound activity (PubChem)
KOR beta-arrestin-1 – kappa opioid receptor blockers – cell-based, luminescence, uHTS (AID 1778). KOR beta-arrestin recruitment, luminescence, antagonist mode; higher % means a stronger effect. inhibition, % at 10 µM; hits with a dose series show IC50 in µM. hit rate 0.091% among 290,000; note: strong numbers were not always called active
West Nile antiviral – inhibition of WNV-induced cytopathic effect – cell-based, CPE readout (AID 1621); West Nile virus-infected cells, CPE inhibition; higher % means a stronger effect; CPE inhibition, % at 10 µM; hits with a dose series show IC50 in µM; hit rate 0.02% among 290,000; in the data active = a potency from the dose series; inconclusive = CPE inhibition mostly from about 3.7% at the one dose, without a potency; inactive = the rest, 99 in 100 with CPE inhibition below about 2.2%; note: strong numbers were not always called active
KOR beta-arrestin-2 – KOR agonists, beta-arrestin recruitment, primary screen, cell-based, luminescence, uHTS (AID 1777). KOR beta-arrestin recruitment, luminescence; higher % means a stronger effect. one-dose activation, % at 10 µM; EC50 in µM for titrated hits. hit rate 0.02% among 280,000; in the data active = activation above about 50%, passing the limit was not always enough; note: a part of the inactive calls stands beside numbers as strong as those of hits
HIV fusion peptide – cell-free HIV fusion peptide-binding blockers – biochemical, uHTS, fluorescence dequenching, primary screen (AID 1986) | cell-free peptide binding, fluorescence dequenching, 30 min; higher % means a stronger effect | one-dose inhibition, % at 20 µM; IC50 in µM for titrated hits | hit rate 0.3% among 290,000; in the data active = inhibition mostly above about 52%, no sharp cut-off; inactive = mostly below about 76%; note: some results filed as inactive read as strong as hits
Dengue-2 NS5 capping – Dengue-2 NS5 methyltransferase inhibitors, primary screen, biochemical, confirmation dose response (AID 588689) | Dengue-2 NS5 methyltransferase capping enzyme assay, biochemical; higher % means a stronger effect | hit rate 0.3% among 340,000 | inhibition, % at 25 µM; hits with a dose series show IC50 in µM; in the data active = a potency from the dose series; inconclusive = inhibition above about 29% without an active follow-up result
AID2073 – disruptors of CaV2.2 binding to Mint1 – biochemical, HTRF (AID 2073) | HTRF protein-protein interaction, Mint1-CaV2.2; higher % means a stronger effect | inhibition, % at 20 µM, or IC50 in µM where a hit was titrated | hit rate 0.19% among 290,000; in the data active = inhibition mostly above about 51%, no sharp cut-off; inconclusive = no clear call, values can overlap the other calls; inactive = mostly below about 53%; note: some results filed as inactive read as strong as hits
NOD2 inhibition – NOD2 signaling inhibitors, cell-based, luminescence, uHTS, HEK293 (AID 1566). one-dose inhibition, % at 4 µM; EC50 in µM for titrated hits. hit rate 0.63% among 290,000. HEK293 NOD2/NF-kB luciferase reporter, luminescence; higher % means a stronger effect; note: many of its hits are not listed in these tables
NOD1 inhibition – inhibition of NOD1-driven NF-kB reporter – cell-based, luminescence, uHTS, primary screen (AID 1578); NOD1-driven NF-kB luciferase reporter cells, luminescence; higher % means a stronger effect; one-dose inhibition, % at 4 µM; EC50 in µM for titrated hits; hit rate 1% among 290,000; in the data active = inhibition mostly above about 36%, no sharp cut-off; inactive = mostly below about 34%;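 note: HEK-293T reporter cells stimulated with the NOD1 agonist gamma-tri-DAP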
Yfh1-off respiration – enhancers of respiration in Yfh1-depleted yeast, dose response, Friedreich's ataxia, plus single-dose screen (AID 1465); S. cerevisiae Yfh1-off respiration, WST-1 reduction, 72 h; higher fold induction means a stronger effect; fold induction at 50 µM; hits with a dose series show EC50 in µM; hit rate 0.074% among 220,000;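 active = fold induction of absorbance versus untreated yeast above a set limit, then at least 30% activation at any dose in follow-up; inconclusive = repeats straddling the limit, or above it without dose testing; inactive = fold induction below the set limit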;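 note: activators that raise dye reduction in frataxin-depleted yeast; strong numbers were not always called active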
An asterisk follows results filed as active; i = inactive; ? = inconclusive; / = not tested or not shown; [ ] = dose if it differs, or a comment. Cut-off read from the data, not from the text of the source, unless noted: active = inhibition above about 50%; inactive = the rest.

Start of the data: the first 3 records (preview)
SMILES	KOR beta-arrestin-1	West Nile antiviral	KOR beta-arrestin-2	HIV fusion peptide	Dengue-2 NS5 capping	AID2073	NOD2 inhibition	NOD1 inhibition	Yfh1-off respiration
COc1ccccc1NC(=O)c1ccccc1SC	27%	0.0%	-2.6%	-1.0%	3%	-2%	-7%	-30%	i
CCn1c(=O)cc(OCC(=O)N(C)c2ccccc2F)c2ccccc21	15%	0.2%	-2.0%	-4.1%	-6%	3%	-3%	-18%	i
CC(C)CNC(=O)NC(=O)COC(=O)c1ccccc1Sc1ccc(C(F)(F)F)cc1[N+](=O)[O-]	-27%	-0.2%	-1.5%	2.0%	-9%	-1%	-8%	-10%	i

All compounds of this part, repeating the preview:
SMILES	KOR beta-arrestin-1	West Nile antiviral	KOR beta-arrestin-2	HIV fusion peptide	Dengue-2 NS5 capping	AID2073	NOD2 inhibition	NOD1 inhibition	Yfh1-off respiration
COc1ccccc1NC(=O)c1ccccc1SC	27%	0.0%	-2.6%	-1.0%	3%	-2%	-7%	-30%	i
CCn1c(=O)cc(OCC(=O)N(C)c2ccccc2F)c2ccccc21	15%	0.2%	-2.0%	-4.1%	-6%	3%	-3%	-18%	i
CC(C)CNC(=O)NC(=O)COC(=O)c1ccccc1Sc1ccc(C(F)(F)F)cc1[N+](=O)[O-]	-27%	-0.2%	-1.5%	2.0%	-9%	-1%	-8%	-10%	i
COc1ccc(C(=O)NCC(=O)OCc2ccc(F)cc2)cc1	-1%	0.0%	-1.8%	-0.8%	4%	?	-1%	-17%	i
COc1ccc(CCSc2nnc(C3CCCCC3)n2N)cc1	-11%	-0.4%	-4.0%	-2.6%	-6%	8%	-21%	-7%	i
O=C1N=C(N2CCc3ccccc3C2)S/C1=C\c1cccc(O)c1	33%	-0.8%	5.7%	-5.4%	-3%	4%	-21%	4%	i
CC(C)Cn1cnc2c(=O)oc3ccccc3c21	22%	-0.1%	0.4%	-0.4%	-10%	27%	15%	2%	i
CN(Cc1ccccc1)C(=O)c1cn(C)c2ccc(S(=O)(=O)N3CCCC3)cc2c1=O	-4%	-0.1%	-2.4%	-0.8%	1%	4%	8%	-18%	/
COc1ccc(F)cc1S(=O)(=O)n1cnc2ccccc21	-17%[20 µM]	-0.8%	-3.2%	-0.5%	-7%	-1%	5%	-17%	/
COc1ccc(OC)c(S(=O)(=O)NCCO)c1	9%	0.3%	-2.3%	2.3%	2%	0%	23%	-4%	i
Cc1cc2nc(-c3ccc(SCC(=O)N4CCOCC4)nc3)[nH]c2cc1C	-15%	/	1.0%	6.5%	4%	12%	-42%	-11%	i
O=C(N/N=C/C=C/c1ccccc1)c1cc(C2CC2)[nH]n1	-1%	-0.4%	3.7%	-1.2%	1%	6%	2%	0%	/
COc1cc(/C=C/C(=O)Nc2ccc(N3CCCCC3)c(S(=O)(=O)Nc3ccccc3Cl)c2)cc(OC)c1OC	-47%	-0.8%	1.1%	-0.4%	2%	35%	8%	-26%	i
CN(c1cccc(Cl)c1)S(=O)(=O)c1cccc(C(=O)Nc2ccc3c(c2)CCC3)c1	-4%	-1.7%	-2.5%	-1.3%	0%	-1%	1%	6%	i
Cc1noc(C)c1S(=O)(=O)N1CCC(C(=O)NC2CCCc3ccccc32)CC1 (configuration not stated)	-28%	-1.0%	0.7%	-1.3%	10%	2%	19%	-28%	i
Cc1ccc(N2C(SCC(=O)O)=NC(=Nc3cccc(C)c3)C23CCCC3)cc1	-13%	-0.1%	2.9%	-1.4%	1%	-8%	12%	-4%	i
CCOC(=O)c1c(NC(=O)C(F)(OC)C(F)(F)F)sc(C(=O)N2CCCCC2)c1C (configuration not stated)	12%	/	0.9%	-1.7%	1%	3%	3%	-20%	/
N#Cc1c(NC(=O)CSCC(=O)O)sc2c1CCCC2	-30%	-0.6%	2.6%	-0.1%	3%	4%	8%	1%	i
Cc1cc(C)cc(N2C(=O)C3CC=CCC3C2=O)c1 (configuration not stated)	12%	0.2%	6.8%	-1.1%	-2%	-2%	-4%	-9%	i
O=C(CSc1nnc(-c2ccco2)o1)NCC(=O)c1ccccc1	15%	-0.3%	-0.2%	-0.7%	-3%	-6%	0%	-8%	i
Cc1cc(Cl)cc(Br)c1OCCCNCC(C)O (configuration not stated)	-86%[20 µM]	1.1%	-0.6%	-0.1%	-11%	0%	10%	-5%	i
O=C(NCc1ccco1)C1CCCN1C(=O)Nc1cccc(Cl)c1 (configuration not stated)	-26%[20 µM]	0.4%	-3.7%	-1.9%	-12%	-9%	21%	16%	i
COc1ccc(N=C2CCS(=O)(=O)c3sccc32)cc1	-46%[20 µM]	-0.2%	-2.3%	-1.4%	-12%	-4%	-16%	-1%	i
CC(C)CCc1noc(CN2CCC(CCN3CCCC3=O)CC2)n1	-2%	-0.6%	-1.3%	0.0%	4%	7%	6%	-23%	i
CCOC(=O)c1c(NC(=O)CSc2nnc(-c3cccnc3)o2)sc2c1CCC2	-12%	0.0%	-5.2%	-0.1%	-2%	-7%	11%	-32%	i
SMILES	KOR beta-arrestin-1	West Nile antiviral	KOR beta-arrestin-2	HIV fusion peptide	Dengue-2 NS5 capping	AID2073	NOD2 inhibition	NOD1 inhibition	Yfh1-off respiration
Cc1ccc(S(=O)(=O)NCC2CCC(C(=O)N3CCOCC3)CC2)cc1 (configuration not stated)	2%	0.1%	-2.1%	-0.8%	-5%	12%	24%	7%	/
CCCc1cc(=O)oc2cc(C)cc(OC(C)C(=O)NCCN3CCOCC3)c12 (configuration not stated)	1%	-0.3%	-1.9%	-0.2%	-1%	12%	5%	-7%	/
COc1ccc(Nc2nc(-c3c[nH]c4ccccc34)cs2)cc1	8%	-0.7%	-2.4%	5.8%	-8%	-4%	15%	-1%	i
COc1ccc(S(=O)(=O)N2CCC(N3CCN(c4ccccc4)CC3)CC2)cc1	-1%	/	-1.8%	-1.0%	/	15%	17%	15%	/
COc1ccc(NC2CCCN(C(=O)c3cccc(C(F)(F)F)c3)C2)cc1OC (configuration not stated)	-37%	0.5%	8.6%	-0.1%	-8%	-50%	12%	31%	/
c1ccc(CN=C2NN=C(c3ccccc3)CS2)cc1	-6%	-0.6%	-7.1%	1.4%	-9%	13%	-56%	-38%	i
CC1SCC(=O)N(CC(=O)NCCc2ccccc2)C1=O (configuration not stated)	-15%	0.3%	-0.5%	0.6%	-1%	4%	-3%	-47%	i
CCOc1ccc(CN2CCN(Cc3ccsc3)C(CCO)C2)cc1CO (configuration not stated)	26%[20 µM]	-0.6%	/	-1.3%	3%	0%	8%	-15%	i
CCOC(=O)CCC(=O)O[C@H]1[C@H](O[C@@H]2[C@@H](C)[C@H](O[C@H]3C[C@@](C)(OC)[C@@H](O)[C@H](C)O3)[C@@H](C)C(=O)O[C@H](CC)[C@@](C)(O)[C@H](O)[C@@H](C)C(=O)[C@H](C)C[C@@]2(C)O)O[C@H](C)C[C@@H]1N(C)C	-38%	0.3%	2.4%	0.1%	-4%	5%	-20%	-6%	i
CCOc1ccccc1C(=O)Nc1nn[nH]n1	1%[20 µM]	0.0%	1.0%	-2.0%	-2%	7%	9%	-15%	i
CCc1ccc(S(=O)(=O)/N=C2\C=CC(=O)c3ccccc32)cc1	-38%	0.3%	-0.7%	13%	/	42%	1%	8%	?
Cc1nc2c3ccccc3nc(SCC(=O)c3ccc(Cl)cc3)n2n1	17%	-0.7%	3.0%	2.0%	-1%	-2%	13%	-10%	i
O=C(CCN1CCN(S(=O)(=O)c2ccc(Cl)cc2)CC1)Nc1ccc(F)cc1	-28%	0.2%	1.7%	-0.1%	-4%	6%	10%	-5%	/
COC(=O)c1ccc(C(=O)OC)c(NC(=S)N2CCN(C)CC2)c1	-5%[20 µM]	0.1%	-9.3%	0.8%	-4%	40%	-14%	-14%	i
CCc1nnc(NC(=O)NC(C)(C)C)s1	-24%	-0.1%	-3.1%	-0.9%	13%	0%	20%	11%	i
COC(=O)c1cc(S(=O)(=O)NCCN2CCN(c3ccccc3F)CC2)c[nH]1	-38%	0.1%	-3.5%	0.7%	-8%	6%	14%	-9%	/
CCOc1cccc(C(=O)Nc2ccc(NC(=O)c3ccccc3)c(C)c2)c1	-31%[20 µM]	-1.0%	-4.3%	0.9%	-10%	12%	10%	-13%	/
CCOC(=O)c1sc2nc(N3CCOCC3)c3c(c2c1N)CCN(Cc1ccccc1)C3	-17%	0.1%	4.7%	0.1%	-9%	-3%	8%	-29%	i
Cc1cc(C(=O)Nc2ccc(C)c(C)c2)n(-c2ccccc2)n1	15%	-0.8%	1.0%	-0.8%	-6%	-3%	-15%	-7%	/
O=C(CNc1ccccc1)Nc1cccc2ccccc12	26%	0.6%	-1.5%	-1.8%	-4%	12%	0%	-7%	/
COC(=O)/C(C#N)=C/c1c(Oc2cc(C)cc(C)c2)nc2c(C)cccn2c1=O	-48%	-1.4%	3.9%	2.7%	-1%	17%	-4%	11%	i
Cc1cccc(N2C(=O)CS/C2=N\NC(=O)c2cccnc2)c1C	-10%[20 µM]	1.2%	/	-1.2%	3%	10%	10%	-36%	i
CCC(=O)Nc1ccc2c(c1)ncn2-c1ccc(OC)cc1	-11%	0.0%	0.1%	-2.6%	-4%	1%	-40%	27%	i
CCOc1ccc(S(=O)(=O)NCCC(=O)Nc2nnc(C)s2)cc1	-16%	-0.2%	-0.8%	1.5%	17%	3%	13%	-9%	/
COc1ccc2c3c(cccc13)OC2=O	4%	0.3%	1.5%	-1.2%	4%	-1%	17%	1%	/
SMILES	KOR beta-arrestin-1	West Nile antiviral	KOR beta-arrestin-2	HIV fusion peptide	Dengue-2 NS5 capping	AID2073	NOD2 inhibition	NOD1 inhibition	Yfh1-off respiration
CC1(C)CC(=O)CC(C)(C)N1OC(=O)c1ccco1	13%	0.3%	-10%	-1.5%	-6%	3%	-6%	-9%	i
COCCOC(=O)/C(=C\c1cc(C(C)(C)C)c(O)c(C(C)(C)C)c1)C(C)=O	-2%	0.2%	1.8%	-1.1%	-24%	-6%	21%	2%	i
COc1ccc(C(NC(=O)C(C)C)c2ccc3cccnc3c2O)cc1 (configuration not stated)	8%	?	1.5%	-0.4%	-3%	8%	41%	-9%	/
CN(C)Cc1cc(CN(C)C)c(O)c(CCc2ccccc2)n1	20%	1.2%	-9.9%	28%	-4%	-8%	10%	-6%	i
O=C(NCc1cccc(Cl)c1)c1ccc(-c2csnn2)cc1	-18%	0.1%	0.0%	0.2%	0%	14%	1%	-9%	i
O=S1CCCSC1c1cccnc1 (configuration not stated)	16%	/	1.9%	0.1%	0%	-2%	-2%	-17%	i
N#CCC(=O)NNC(=S)Nc1ccccc1C(F)(F)F	-2%	0.1%	-0.5%	-1.4%	-18%	-8%	45%	43%*	i
C=CCNc1nc(N)c([N+](=O)[O-])c(NCc2ccccc2)n1	-2%	-0.8%	-1.3%	-0.1%	-1%	4%	-9%	-10%	/
COc1ccc(N(CC(=O)Nc2ccc(Cl)cc2)S(=O)(=O)c2c(C)n[nH]c2C)cc1	25%	-0.6%	4.2%	1.3%	-4%	25%	-2%	16%	/
Cc1ccc(Nc2ncnc3nc[nH]c23)cc1Cl	-27%	0.2%	-0.4%	1.1%	-1%	8%	-52%	-30%	i
COc1cc(OC)cc(C(=O)Nc2ccc(N3CCN(C(=O)c4cccs4)CC3)cc2)c1	-73%	0.5%	6.1%	-0.5%	1%	12%	-14%	16%	/

Only part of the results is shown; count on the stated rates, not on these rows.
